BH1578 lux ind = inducers of Vibrio cholerae quorum light production without autoinducers, primary screen, BH1578 luxS cqsA deficient, single point; AID 588436, 2011; V. cholerae BH1578 lux reporter, luminescence, 6 h; actives 0.16% (n = 350,000); activation, % at 18.7 µM; in the data active = activation mostly above about 9.7%, no sharp cut-off; note: not every result past the cut was called active; inactives centre near 0; reference of the scale not given here
BioA inh = M. tuberculosis BioA enzyme inhibitors, primary screen, biochemical, plate reader, single point, HTS; actives 0.096% (n = 360,000); purified M. tuberculosis BioA enzyme; AID 602481, 2012; inhibition, % at 9.99 µM; in the data active = inhibition above about 40%
Mtb FBA inh = Mtb FBA enzyme inhibitors, primary screen, biochemical, fluorescence, strain H37Rv. Fructose-bisphosphate aldolase (Mycobacterium tuberculosis (strain ATCC 25618 / H37Rv)), …. purified M. tuberculosis FBA, fluorescence read-out. inhibition, % at 1 µM. actives 2.3% (n = 360,000). AID 588726, 2011; in the data active = inhibition above about 27%;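 note: 0% = vehicle and 100% = reference inhibitor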
Target sequence (P9WQA3 whole entry, looked up): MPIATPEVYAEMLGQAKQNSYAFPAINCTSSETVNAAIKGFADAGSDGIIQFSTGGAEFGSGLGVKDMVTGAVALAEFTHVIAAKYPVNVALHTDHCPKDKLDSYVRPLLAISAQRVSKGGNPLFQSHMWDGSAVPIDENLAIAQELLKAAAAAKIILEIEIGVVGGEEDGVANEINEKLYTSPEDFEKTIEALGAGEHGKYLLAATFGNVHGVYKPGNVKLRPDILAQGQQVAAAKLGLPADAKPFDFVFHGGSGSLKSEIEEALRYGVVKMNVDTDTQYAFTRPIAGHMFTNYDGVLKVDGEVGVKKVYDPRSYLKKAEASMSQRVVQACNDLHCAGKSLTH
FadD28 FP inh = inhibitors of FadD28 bisubstrate probe binding, primary screen, biochemical, fluorescence polarization, single point; AID 588549, 2011; actives 0.22% (n = 360,000); Mycobacterium tuberculosis FadD28 fatty-acid-AMP ligase; inhibition, % at 12.5 µM; in the data active = inhibition above about 8.5%, passing the limit was not always enough
PfHsp40 yeast = rescue of yeast from PfHsp40 toxicity, primary screen, S. cerevisiae, ATP luminescence | growth rescue, % at 12.5 µM | S. cerevisiae expressing PfHsp40, growth rescue | actives 0.68% (n = 340,000); in the data active = growth rescue above about 28%, passing the limit was not always enough;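 note: yeast W303a lacking pdr1 and pdr3 grown in galactose medium; growth measured after three days at 30 °C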
GDH-TPI inh = GDH-TPI coupling enzyme inhibitors, primary screen, artefact control for M. tuberculosis FBA inhibitor project, biochemical, absorbance, full deck; GDH-TPI coupled enzyme counterscreen, NADH absorbance; inhibition, % at 4.8 µM; actives 1.2% (n = 360,000); AID 588335, 2011; in the data active = inhibition above about 30%;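 note: 0% = DMSO wells and 100% = wells lacking the enzyme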
Y pestis TopoI = Yersinia pestis topoisomerase I inhibitors, primary screen, biochemical, cleavage product accumulation, plate reader, single point. DNA topoisomerase I (Yersinia pestis CO92). Y. pestis Topo-I cleavage product accumulation. activity, % at 10 µM. actives 0.064% (n = 360,000); in the data active = activity above about 50%, passing the limit was not always enough; note: inactives centre near 2
UGM FP inh = M. tuberculosis UGM enzyme inhibitors, primary screen, biochemical, fluorescence polarization, single point. purified UGM, fluorescence polarization probe displacement. actives 0.06% (n = 320,000). inhibition, % at 10 µM. AID 504406, 2011. UDP-galactopyranose mutase (Mycobacterium tuberculosis (strain ATCC 25618 / H37Rv)), …; in the data active = inhibition above about 10%, passing the limit was not always enough
Target sequence (P9WIQ1 whole entry, looked up): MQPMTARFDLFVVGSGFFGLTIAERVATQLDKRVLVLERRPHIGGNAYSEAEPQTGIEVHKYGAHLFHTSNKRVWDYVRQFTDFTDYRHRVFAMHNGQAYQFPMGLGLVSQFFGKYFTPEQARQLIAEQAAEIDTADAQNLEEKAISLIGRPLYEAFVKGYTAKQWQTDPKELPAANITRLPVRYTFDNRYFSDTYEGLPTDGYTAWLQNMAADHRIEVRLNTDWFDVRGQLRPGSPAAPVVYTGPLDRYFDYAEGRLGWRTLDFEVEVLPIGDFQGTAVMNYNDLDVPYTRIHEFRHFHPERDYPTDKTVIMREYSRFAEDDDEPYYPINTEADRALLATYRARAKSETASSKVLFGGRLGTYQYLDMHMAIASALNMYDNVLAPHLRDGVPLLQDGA
TcdB GH inh = TcdB glycohydrolase inhibitors, primary screen, biochemical, single point, plate reader | Toxin B (Clostridioides difficile), P18177 | TcdB glycohydrolase enzymatic assay | inhibition, % at 9.99 µM | actives 0.24% (n = 350,000) | AID 652162, 2013; in the data active = inhibition above about 10%
The depositor's hits bear a star; i = inactive; · = not tested or not shown; + = active, no number.

SMILES	BH1578 lux ind	BioA inh	Mtb FBA inh	FadD28 FP inh	PfHsp40 yeast	GDH-TPI inh	Y pestis TopoI	UGM FP inh	TcdB GH inh
C(=N\Nc1nc2ccccc2[nH]1)/c1ccncc1	i	·	-2	0.6	0.0	15	1	-1.2	0.9
CCCc1ccc(Oc2cc(NN3CCCCC3)c([N+](=O)[O-])cc2[N+](=O)[O-])cc1	0.0	-1.2	2	-0.7	-1.1	7	-4	-0.2	0.3
Cc1cccc(NC(=S)NCc2ccc3c(c2)cc(C)n3C)c1C	-0.2	-2.7	5	-1.5	0.5	9	7	-3.3	0.1
CCN(C(=O)COC(=O)CNS(=O)(=O)c1ccc(C)cc1)C1CCS(=O)(=O)C1 (stereo not drawn)	-1.2	-2.1	3	-1.8	·	7	-3	·	0.6
Cc1ccc(NC(=O)Cn2nnc3ccccc32)c(C)c1	-0.7	·	-3	0.6	·	-2	11	3.1	0.3
COc1ccc(C(CNC(=O)c2oc3ccccc3c2C)N2CCCC2)cc1 (stereo not drawn)	i	1.3	2	-1.9	0.6	13	14	-1.5	3.6
O=C(COc1ccc(Cl)cc1Cl)N1CCN(C(=O)c2ccco2)CC1	-0.3	·	-2	-3.3	-1.1	0	-1	-0.7	1.7
O=C(Nc1ccc(OC(F)(F)F)cc1)c1ccc2ccccc2n1	-0.6	·	-1	-2.2	-0.2	-1	-11	-0.6	0.7
Cc1cc(Br)cn2c(Cc3cccc(F)c3)c(-c3ccccc3)nc12	·	1.7	4	-4.3	·	·	·	·	3.0
CO/N=C/C(=N\Nc1ccc(C)cc1)C(=O)c1ccc(OC)cc1	i	-0.8	3	-1.8	2.8	17	15	-2.0	·
Cn1c(=O)n(Cc2ccco2)c(=N)c2c3c(sc21)CCC3	-0.3	-4.3	0	-2.8	0.5	0	-4	-0.2	·
CCOc1ccc2nc(SCC(=O)NCc3ccc(OC)cc3)[nH]c2c1	i	·	-3	-2.1	1.1	-1	11	-0.8	2.9
CCOc1ccccc1-c1nc(C(N)=O)c2[nH]c(=O)n(-c3ccccc3)c2n1	-0.7	-1.0	4	-2.6	-0.9	19	1	0.4	·
Nc1nnc(SCC(=O)c2ccco2)s1	-0.6	·	1	-2.8	-0.4	-5	1	-0.9	·
COCCCn1c(=O)/c(=C\c2ccccc2OC(F)F)s/c1=C(/C#N)C(N)=O	-0.2	-2.9	1	-2.6	1.6	10	15	3.5	2.0
COc1ccc(NC(=O)CC2SC3=NCCN3C2=O)cc1 (stereo not drawn)	-0.3	-1.0	-3	-1.7	-0.3	8	2	-0.6	-0.1
Cc1cc2ccccn2c1C(C[N+](=O)[O-])c1ccc(N(C)C)cc1 (stereo not drawn)	-0.2	·	-3	0.5	0.8	5	-22	-0.5	·
CN1c2ccccc2C(C)(C)C12CC(c1ccc(S(=O)(=O)N3CCCCC3)cc1)=NO2 (stereo not drawn)	i	·	7	-1.6	1.6	-2	7	-0.7	0.9
CCc1nnc(NC(=O)CCc2ccc(C)o2)s1	-1.0	-3.1	0	-0.4	0.9	14	-1	0.5	·
COc1cccc(S(=O)(=O)Nc2noc3ccccc23)c1	i	-1.8	1	0.4	-0.2	9	-6	-0.3	0.8
O=C(c1ccc(Cl)c(S(=O)(=O)NCc2ccccc2)c1)N1CCN(c2ccccn2)CC1	i	-0.3	2	-2.3	-1.6	5	29	0.0	-0.2
CCOC(=O)c1c(-c2cc(OC)c(OC)c(OC)c2)csc1N	0.7	1.0	-2	-1.9	·	-3	0	·	1.4
CCC(C)[C@H](NC(=O)N1CC(=O)Nc2ccccc21)C(=O)NC(C)CCc1ccccc1 (stereo partly drawn)	i	·	0	-5.6	-1.1	2	16	-2.7	0.2
O=P(Oc1ccccc1)(Oc1ccccc1)C(O)c1ccccc1 (stereo not drawn)	i	-1.6	1	-0.2	-1.4	4	5	0.0	1.7
O=C(CC(C(=O)O)C1CCCO1)NCCc1ccc2c(c1)OCO2 (stereo not drawn)	-0.3	0.6	5	-0.3	-0.4	4	6	0.3	·
COc1ccc(/C=N/NC(=O)c2nc(-c3ccccc3)n(-c3ccccc3)n2)cc1	-0.1	-3.0	1	0.2	-0.4	33*	-6	2.6	-0.1
COc1ccc(S(=O)(=O)Cc2ccc(C(=O)NCc3ccccn3)o2)cc1	i	1.3	0	-2.1	-0.2	8	6	1.6	-0.6
O=c1[nH]n2c(=O)c3c([nH]c2c1N=Nc1cccc(Cl)c1)CCC3	-0.5	6.3	-21	1.5	0.9	9	-1	2.1	·
O=[N+]([O-])c1cc(Br)c(Nc2ccccc2)c([N+](=O)[O-])c1	i	-1.1	0	-2.8	67*	6	-5	7.1	0.9
C=CCn1cc(CN2CCC(C(=O)Nc3ccc(Oc4cccnc4)cc3)CC2)c(C)n1	-13	-1.1	-2	16*	-0.5	7	-2	0.7	-9.9
O=C(NC1CC1)c1ccc(Cl)c(S(=O)(=O)N2CCOCC2)c1	i	-0.2	0	-2.6	0.1	5	1	-1.5	0.8
CCOCCCn1c(SCC(=O)Nc2ccc(C(N)=O)cc2)nc2ccccc2c1=O	-1.6	·	0	-0.4	-0.9	-5	-6	-0.6	·
CCn1c(SCC(=O)Nc2ccc3c(c2)OCCO3)nnc1C1CC1	-0.4	-2.8	0	-3.2	0.3	-9	6	4.7	0.5
COc1ccc(C(=O)Nc2cccc(-c3cc4ccccc4oc3=O)c2)cc1[N+](=O)[O-]	i	·	0	-0.4	-1.8	21	-7	-2.2	·
O=C(COC(=O)/C=C/c1ccccc1)NC1CCCC1	529*	-2.0	0	-0.9	-0.3	4	2	0.6	-1.5
Cc1nnc(SCc2ccc(F)cc2)n1NC/C=C/c1ccccc1	i	2.6	0	-2.0	-0.5	18	43	-1.7	·
COc1ccc(/C=N/Nc2nc(N3CCCC3)nc(N3CCCC3)n2)cc1O	i	0.2	-3	-3.0	0.2	23	5	-1.3	·
CC(=O)c1ccc(NC(=O)CSc2nc(N3CCOCC3)nc(N3CCOCC3)n2)cc1	·	-0.6	2	-2.2	-0.9	6	-7	1.9	0.9
C=CCNC(=S)NNC(=O)c1csc(CC)c1	-0.4	·	0	-3.9	-0.5	5	3	1.6	·
Cc1cccc(-n2c(C)nc3ccccc3c2=O)c1C	0.1	·	3	-0.2	-2.0	-1	0	0.5	0.9
O=C(NCCN1C(=O)C2C3C=CC(C3)C2C1=O)Nc1ccccc1O (stereo not drawn)	i	-0.2	-3	-4.1	-1.3	-3	6	4.1	1.6
CCOC(=O)C(CSCC(=O)c1ccc(Cl)cc1Cl)NC(=O)OC(C)(C)C (stereo not drawn)	-0.7	-0.5	0	-1.8	0.7	4	32	2.6	·
CC(=O)Nc1ccc(-c2csc(NC(=O)Cc3ccccc3F)n2)cc1	-0.3	1.4	1	-5.1	-0.4	-3	0	-0.7	0.1
Cc1ccccc1-n1c([C@@H]2C[C@H]2c2ccccc2)n[nH]c1=S	-0.7	-0.8	-2	-3.9	-2.1	-14	-1	0.4	0.9
O=C(NC(=O)N1CCN(c2ccccc2)CC1)c1ccc(Cl)cc1	-0.7	3.1	2	-4.6	-0.5	-8	8	0.6	·
Cc1ccc(OCCNC(=O)CNC(=O)c2ccccc2Cl)cc1	i	-0.1	2	-1.7	-0.6	4	7	-2.8	1.0
N/C(=N\OC(=O)COc1ccc(Br)cc1)c1cccnc1	i	0.4	2	-1.1	-1.4	-5	2	-1.0	·
CCC1CCCCN1CCCCOc1cccc(Cl)c1 (stereo not drawn)	-1.0	-0.9	2	0.3	1.1	10	11	1.3	0.4
CCc1nnc(NC(=O)C2CCCCN2S(=O)(=O)c2ccccc2)s1 (stereo not drawn)	-0.1	·	1	-1.8	0.4	-9	2	1.3	1.2
O=C(CC[C@H]1O[C@@H](n2cnc3c(NC(=O)c4ccccc4)ncnc32)[C@H](O)[C@@H]1O)NCc1cccs1	·	2.2	-1	-0.8	·	·	·	·	1.2
Cc1cc2c3nonc3ccc2n1C	-0.3	-1.4	2	-0.5	-1.1	8	4	0.0	·
O=C(NNC(=O)c1ccccc1[N+](=O)[O-])c1ccccn1	-0.5	·	0	-3.9	-0.7	2	3	-2.9	1.4
Brc1ccc(-c2cn3nc4c(nc3n2)CCCC4)cc1	4.5	·	0	-1.4	-1.9	6	0	5.8	·
O=C(CNS(=O)(=O)c1cccs1)NCCc1ccc(Cl)cc1	i	0.3	0	-3.4	0.7	-3	-1	0.8	1.1
Cn1nc(C(=O)OCC(=O)Nc2sccc2C(N)=O)c2ccccc2c1=O	0.1	·	-2	-0.6	-1.1	7	3	-2.5	-0.4
COc1ccc(C2N(Cc3ccccc3)CCN2Cc2ccccc2)cc1[N+](=O)[O-]	0.5	·	2	-0.9	0.3	0	-6	2.6	-0.9
CCN(CC)c1ccc(/C=C/c2ccc3ccc(OC)cc3[n+]2CC)cc1	0.9	6.7	1	-2.9	321*	3	-8	-2.1	0.9
COc1ccc(OC)c(NC(=S)N2CCCC2)c1	-0.4	1.3	-2	-3.1	-1.0	4	-2	0.5	1.5
Nc1nnnn1/N=C/c1ccc(Cl)cc1	-0.6	-2.1	0	-3.1	0.4	-6	1	1.4	0.0
O=C(Nc1ccc(F)c(Cl)c1)c1cc(C2CCCCN2C(=O)c2ccc(Cl)cc2)on1 (stereo not drawn)	i	1.2	0	-4.1	·	2	9	·	1.5
O=C(Nc1ccc2oc(-c3ccccc3)nc2c1)C1CCCO1 (stereo not drawn)	-0.3	·	+	-0.4	0.0	12	12	0.8	0.6
Cc1ccc(NC(=O)N2CCCCC2)cc1NC(=O)N1CCCCC1	-0.1	-5.7	2	-0.2	0.9	-5	5	-0.7	-0.8

Exported field by field: entries from further up.
> O=C(NC(=O)N1CCN(c2ccccc2)CC1)c1ccc(Cl)cc1
  BH1578 lux ind: -0.7 | BioA inh: 3.1 | Mtb FBA inh: 2 | FadD28 FP inh: -4.6 | PfHsp40 yeast: -0.5 | GDH-TPI inh: -8 | Y pestis TopoI: 8 | UGM FP inh: 0.6 | TcdB GH inh: ·
> Brc1ccc(-c2cn3nc4c(nc3n2)CCCC4)cc1
  BH1578 lux ind: 4.5 | BioA inh: · | Mtb FBA inh: 0 | FadD28 FP inh: -1.4 | PfHsp40 yeast: -1.9 | GDH-TPI inh: 6 | Y pestis TopoI: 0 | UGM FP inh: 5.8 | TcdB GH inh: ·

Compound profiles, as listed above:
CC(=O)Nc1ccc(-c2csc(NC(=O)Cc3ccccc3F)n2)cc1 as listed: BH1578 lux ind = -0.3; BioA inh = 1.4; Mtb FBA inh = 1; FadD28 FP inh = -5.1; PfHsp40 yeast = -0.4; GDH-TPI inh = -3; Y pestis TopoI = 0; UGM FP inh = -0.7; TcdB GH inh = 0.1
O=C(Nc1ccc(F)c(Cl)c1)c1cc(C2CCCCN2C(=O)c2ccc(Cl)cc2)on1 (stereo not drawn) as listed: BH1578 lux ind = i; BioA inh = 1.2; Mtb FBA inh = 0; FadD28 FP inh = -4.1; PfHsp40 yeast = ·; GDH-TPI inh = 2; Y pestis TopoI = 9; UGM FP inh = ·; TcdB GH inh = 1.5
CCN(CC)c1ccc(/C=C/c2ccc3ccc(OC)cc3[n+]2CC)cc1 as listed: BH1578 lux ind = 0.9; BioA inh = 6.7; Mtb FBA inh = 1; FadD28 FP inh = -2.9; PfHsp40 yeast = 321*; GDH-TPI inh = 3; Y pestis TopoI = -8; UGM FP inh = -2.1; TcdB GH inh = 0.9

High-throughput results from PubChem BioAssay.
